# KCNQ1 inh: inhibitors of human KCNQ1 potassium channel. P51787. CHO-K1 KCNQ1, FluxOR thallium flux fluorescence; hits give high values. B-score at 10 µM. 310,000 tested, 1.3% active. AID 2642;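 active = compounds whose thallium flux B-score, printed positive for inhibition, exceeds three library SD while starting fluorescence stays within three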;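 note: channel opened by potassium depolarization with thallium stimulus after 20 min compound exposure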
# Target sequence (P51787 whole entry, looked up): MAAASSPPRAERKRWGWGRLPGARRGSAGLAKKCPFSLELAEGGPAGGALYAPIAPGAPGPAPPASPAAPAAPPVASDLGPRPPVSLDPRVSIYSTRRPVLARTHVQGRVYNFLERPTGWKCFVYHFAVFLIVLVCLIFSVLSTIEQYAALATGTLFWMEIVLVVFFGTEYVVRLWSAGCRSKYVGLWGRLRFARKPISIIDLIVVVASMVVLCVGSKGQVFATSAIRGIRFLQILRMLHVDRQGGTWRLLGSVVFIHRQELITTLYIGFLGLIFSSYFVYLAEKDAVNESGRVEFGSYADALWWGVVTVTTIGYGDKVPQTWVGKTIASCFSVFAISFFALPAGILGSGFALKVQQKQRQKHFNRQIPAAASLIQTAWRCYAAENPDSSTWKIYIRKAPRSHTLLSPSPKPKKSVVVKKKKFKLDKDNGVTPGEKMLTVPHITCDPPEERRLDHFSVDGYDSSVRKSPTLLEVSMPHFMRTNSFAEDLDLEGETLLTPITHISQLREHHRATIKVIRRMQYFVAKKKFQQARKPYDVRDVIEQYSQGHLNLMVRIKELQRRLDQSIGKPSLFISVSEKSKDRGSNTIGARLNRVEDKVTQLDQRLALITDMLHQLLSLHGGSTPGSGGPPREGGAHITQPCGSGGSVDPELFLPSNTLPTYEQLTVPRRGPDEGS
# TRPC4 inh: inhibitors of mouse TRPC4 channel; B-score at 10 µM; Q9QUQ5; 300,000 tested, 0.39% active; HEK293 TRPC4beta/mu-opioid, DAMGO-evoked Fluo4 calcium flux; hits give low values;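 active = B-score over 3 SD under the library average, no early fluorescence shift, positive overall ratio signal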
#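 Assay system: HEK293 cells with stable TRPC4beta plus mu-opioid receptor expression. Dosing: single dose. Measured by: Fluo4 Ca2+ flux fluorescence. Also added: DAMGO in two steps, submaximal then maximal. Read-out: B score from integrated Fluo4 fluorescence ratio.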
# KCNK3 block: human KCNK3 channel inhibition, primary screen; O14649; CHO-KCNK3 thallium flux, FluxOR fluorescence; hits give low values; 340,000 tested, 0.84% active; B-score at 10 µM;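 active = B-score under library mean minus 4 SD, starting fluorescence ratio at most library mean plus 5 SD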;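 note: more negative B-score means stronger inhibition of thallium flux through KCNK3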
# Target sequence (O14649 whole entry, looked up): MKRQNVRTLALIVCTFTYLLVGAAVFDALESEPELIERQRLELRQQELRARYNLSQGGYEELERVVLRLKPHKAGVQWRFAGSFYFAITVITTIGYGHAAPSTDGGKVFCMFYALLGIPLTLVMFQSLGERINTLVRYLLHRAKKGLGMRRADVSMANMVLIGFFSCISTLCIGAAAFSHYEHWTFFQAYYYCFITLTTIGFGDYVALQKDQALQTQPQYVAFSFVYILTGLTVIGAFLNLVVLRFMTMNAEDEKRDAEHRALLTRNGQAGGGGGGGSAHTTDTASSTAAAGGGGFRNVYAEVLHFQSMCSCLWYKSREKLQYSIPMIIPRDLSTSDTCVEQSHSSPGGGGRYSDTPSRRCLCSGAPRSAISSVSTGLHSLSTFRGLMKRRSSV
# TRPC4 potent: allosterically enhances the mouse TRPC4 cation channel; Q9QUQ5; HEK293 TRPC4beta/mu-opioid, DAMGO EC20, Fluo-4 Ca2+ flux; hits give high values; B-score at 10 µM; 310,000 tested, 0.42% active; AID 2227;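 active = B-score of calcium response area above 5 SD of library B-scores, with initial fluorescence ratio within 5 SD of library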;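 note: B-score of integrated fluorescence ratio over time as area under calcium response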
# Platelet DG rel: modulates dense granule release in human platelets; 300,000 tested, 0.22% active; human platelet-rich plasma, SFLLRN dense granule ATP release, luminescence; inhibition, %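 (compounds screened at 7.5 µM in platelet-rich plasma)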; AID 1663;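 active = mean replicate score, as percent of positive control, at or above 50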
# Dyrk1A ADPGlo: inhibitors of rat Dyrk1A kinase; inhibition, % at 12.5 µM; ADP-Glo luminescence, NFATc1 peptide; Q63470; 310,000 tested, 0.43% active; in the data active = inhibition above about 50%;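 note: plate controls were vehicle with enzyme for no effect and no enzyme for full effect; many of its hits are not listed in these tables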
# KCNQ1 pot: potentiators or activators of human KCNQ1 potassium channel; P51787; CHO-K1 KCNQ1, thallium flux FluxOR fluorescence; hits give high values; B-score at 10 µM; 310,000 tested, 0.35% active;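 active = fluorescence ratio B-score, a plate-corrected score, at least three library SD, with initial intensity B-score within 5 SD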
#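 assay system = KCNQ1-transfected CHO-K1 cells | medium = assay buffer with matched DMSO | probe or stimulus = depolarizing K+/Tl+ stimulus, K2SO4 and Tl2SO4 each 12.5 mM in 5x stock | dosing = single dose | incubation = dye 90 min, compound 20 min, room temperature | detection = kinetic FluxOR fluorescence, 10 s baseline plus 110 s post-stimulus | evaluation = ratio B score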
# TRPC4 act: TRPC4 (mouse) channel activation. HEK293 TRPC4beta/mu-opioid, Fluo4 calcium fluorescence; hits give high values. B-score at 10 µM. 310,000 tested, 0.49% active. AID 2237;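 active = B-score above 5 SD of library B-scores, and initial fluorescence ratio not above library mean plus 5 SD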;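 note: positive B-score marks a calcium rise read as TRPC4 activation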
#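 Material: HEK293 stable line with TRPC4beta plus mu-opioid receptor; technique: Fluo4 calcium-sensitive dye fluorescence, kinetic, 1 Hz baseline; timing: Fluo4 dye loading 45 min at room temperature, 110 s recording; controls: assay buffer as low control, maximal DAMGO as high control; read-out: integrated baseline-normalised fluorescence ratio, converted to per-well B score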
# PolyA inh: inhibitors of polyadenylation in S. cerevisiae; S. cerevisiae SKY197-pL101 polyadenylation reporter, beta-gal luminescence; efflux-impaired pdr1/pdr3 knockout yeast; score 100 = 6 SD above DMSO; 300,000 tested, 0.02% active; calls only at 12 µM;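 active = lowest replicate activity score at least 50, where 100 means six control SD above control mean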;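 note: yeast exposed to compound for 9 h at 30 °C; higher score means more reporter readthrough which indicates perturbed polyadenylation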
# hERG protect: compounds protecting human hERG from proarrhythmic drug block; CHO-hERG, FluxOR thallium flux, dofetilide IC70 present; Q12809; activation (rescue from dofetilide block), less the hit threshold, % at 10 µM; 310,000 tested, 0.51% active; AID 1511;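 active = activation above the mean of controls blocked by dofetilide plus 5 SD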;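 note: thallium influx through hERG after potassium depolarization seen as dye fluorescence rise; in these data hits start at about 4.7%; inactives centre near -7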
# KCNK9 block: inhibitors of human KCNK9 two-pore domain potassium channel | Q9NPC2 | HEK293 KCNK9, FluxOR thallium flux fluorescence; hits give low values | B-score at 10 µM | 310,000 tested, 1.2% active;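 active = ratio B-score over 3 SD below the library mean, with starting fluorescence within 5 SD of its mean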;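 note: negative B-score means less thallium flux so channel inhibition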
# Active calls of the source: *; i = inactive; / = no result given; & = joins results of further samples.
Compound | KCNQ1 inh | TRPC4 inh | KCNK3 block | TRPC4 potent | Platelet DG rel | Dyrk1A ADPGlo | KCNQ1 pot | TRPC4 act | PolyA inh | hERG protect | KCNK9 block
CCOP(=O)(OCC)C(NC(C)=O)C(=O)c1ccccc1 (stereo not given) | i | i | i | i | -3 | 0 | i | i | i | -12 | i
CSc1ccccc1C(=O)N1CCC(CCC(=O)NC2CC2)CC1 | i | i | i | i | 7 | -3 | i | i | i | -2 | i
COc1ccc(-c2cn[nH]c2-c2ccc(OCC(=O)NN)cc2O)cc1OC | i | i | i | i | -3 | -3 | i | i | i | 1 | i
Fc1cccc(NCc2ccoc2)c1 | i | i | i | i | 26 | -2 | i | i | i | -11 | i
Cc1ccc(C(=O)N/C(=C\c2ccco2)C(=O)NCCN2CCOCC2)cc1C | i | i | i | i | -1 | -5 | i | i | i | -7 | i
CCOC(=O)c1c(C)c(-c2ccccc2)n(CC(=O)NCCC(C)C)c1C | i | i | i | i | -5 | -1 | i | i | i | -12 | i
CCCC(=O)Nc1ccc(NC(=O)Cc2ccccc2)cn1 | i | i | i | i | -7 | 1 | i | i | i | -1 | i
CC(C)Cn1c(N)c(C(=O)COC(=O)c2ccc(Cl)cc2)c(=O)n(C)c1=O | i | i | i | i | 2 | -1 | i | i | i | -14 | i
CN(NC1OC(=O)c2ccccc21)c1ccc(Cl)cc1[N+](=O)[O-] (stereo not given) | i | i | i | i | 0 | 14 | i | i | i | -9 | i
COC(CNC(=O)c1c[nH]c2ccc(S(=O)(=O)N3CCOCC3)cc2c1=O)OC | i | i | i | i | 10 | 5 | i | i | i | -7 | i
O=C(NCc1ccco1)Nc1ccc2nsnc2c1 | i | i | i | i | 0 | 4 | i | i | i | -8 | i
O=C(c1ccc(Cn2cc(Cl)cn2)cc1)N1CCN(c2ccccc2)CC1 | i | i | i | i | -3 | 1 | i | i | i | -8 | i
CC(C)NC(=O)c1ccccc1NC(=O)C1COc2ccccc2O1 (stereo not given) | i | i | i | i | 8 | -3 | i | i | i | -10 | i
CC(=O)Nc1ccc(C(C#N)c2ccccc2)cc1 (stereo not given) | i | i | i | i | 8 | -7 | i | i | i | -9 | i
Cn1c(CN2CCCCC2)nc2cc(NC(=O)c3ccccc3)ccc21 | i | / | i | i | 0 | -10 | i | i | i | -6 | i
CCOc1ccc(NC(=O)CCCOc2cc(=O)n(C)c3ccccc23)cc1 | i | i | i | i | -2 | 5 | i | i | i | -7 | i
CN(C1=NC(=O)C(CC(=O)O)S1)c1ccc(O)cc1 (stereo not given) | i | i | i | i | -1 | -1 | i | i | i | -5 | i
COc1ccc(N2C(=O)c3ccc(C(=O)Nc4cc(OC)ccc4OC)cc3C2=O)cc1 | i | i | i | i | 7 | -3 | i | i | i | -1 | i
CSCCC(NC(=O)c1ccco1)C(=O)N1CCN(Cc2ccccc2)CC1 (stereo not given) | i | i | i | i | 14 | -6 | i | i | i | -19 | i
Nc1ccc(-c2cc(N)n(-c3ccccc3)n2)cc1 | i | i | i | i | 17 | 1 | i | i | i | 0 | i
Cc1cccc(N2CCN(C(=O)c3cccc(N4CCCC4=O)c3)C(C)C2)c1 (stereo not given) | i | i | i | i | 2 | -9 | i | i | i | -7 | i
CCCS(=O)(=O)N1CCC(C(=O)N2CCCC2)CC1 | i | i | i | i | 11 | -10 | i | i | i | -6 | i
CCCCOC(=O)c1ccc(NC(c2ccc(C)cc2)P(=O)(OC)OC)cc1 (stereo not given) | i | i | i | i | 3 | -1 | i | i | i | -14 | i
COc1ccc(C(=O)NC2CCCc3c2cnn3-c2ccccc2F)o1 (stereo not given) | i | i | i | i | 2 | 8 | i | i | i | -7 | i
Cc1ccnc(NC(=O)Cc2ccc([N+](=O)[O-])cc2)c1 | i | i | i | i | 6 | -2 | i | i | i | -3 | i
CN1CCc2c(c3ccccc3n2Cc2ccccc2)C1 | i | i | i | i | -11 | 2&4 | i | i | i | -8 | i
CC(=O)Oc1cccc(N2C(=O)C3C4C=CC(CC4)C3C2=O)c1 (stereo not given) | i | i | i | i | -6 | 3 | i | i | i | -8 | i
CC(=O)c1c(Cl)nc2cccc3c2c1-c1ccccc1C3=O | i | i | i | i | 0 | 3 | i | i | i | -6 | i
CCOC(=O)c1c(C)[nH]c(C)c1C(=O)COC(=O)[C@@H]1CCCN1S(=O)(=O)c1ccc(Cl)cc1 | i | i | i | i | 6 | -1 | i | i | i | -22 | i
COCCNc1oc(COc2cccc(C)c2)nc1C#N | i | i | i | i | -1 | -5 | i | i | i | -6 | i
CCN(CC(=O)Nc1c(F)cccc1F)C(=O)CCNS(=O)(=O)c1ccccc1C(F)(F)F | i | i | i | i | 11 | 16 | i | i | i | -11 | i
CCC1(CC)NC(=O)N(CC(=O)NCc2ccc3c(c2)OCO3)C1=O | i | i | i | i | -3 | 7 | i | i | i | -8 | i
Cc1cc(C)c(S(=O)(=O)c2cccc(Cl)c2)c(=O)[nH]1 | i | i | i | i | -8 | 1 | i | i | i | -3 | i
COC(=O)c1c(S(C)(=O)=O)nc(-c2ccccc2)[nH]c1=O | i | i | i | i | -9 | -7 | i | i | i | -8 | i
Cc1cc(Cl)ccc1NC(=S)N(CCCN1CCOCC1)Cc1cccs1 | i | i | i | i | -9 | -10 | i | i | i | -8 | i
CCn1cnc2c1c(=O)n(Cc1cccc(Br)c1)c(=O)n2Cc1ccccc1 | i | i | i | i | 1 | -3 | i | i | i | -8 | i
CSc1ncccc1C(=O)OCC(=O)c1cccs1 | i | i | i | i | -12 | -2 | i | i | i | -1 | i
O=[N+]([O-])c1c(Nc2ccccc2O)cc(Cl)c2nonc12 | 21* | i | -12* | i | 40 | 17 | i | i | i | -35 | i
OC(CNC1CCCC1)COc1ccc(-c2ccccc2)cc1 (stereo not given) | i | i | i | i | 27 | 19 | i | i | i | -13 | i
O=C(COC(=O)Cc1ccc2c(c1)OCCO2)Nc1ccc(S(=O)(=O)N2CCCC2)cc1 | i | i | i | i | -28 | 2 | i | i | i | -7 | i
COc1ccc(C)cc1NC(=O)c1cc2c(s1)CCC2 | i | i | i | i | -2 | -3 | i | i | i | -4 | i
COc1ccc(S(=O)(=O)CCC(=O)Nc2ccc(OC)cc2OC)cc1 | i | i | i | i | 0 | -3 | i | i | i | -6 | i
CC(=O)c1ccc(NC(=O)CSc2nnc(Cn3cnc4ccccc43)o2)cc1 | i | i | i | i | 1 | -5 | i | i | i | 2 | i
COCC(=O)Nc1ccc(OC)c(Cl)c1 | i | i | i | i | 1 | / | i | i | i | -7 | i
CCOC(=O)C1C(=O)C=C(c2ccc(C)cc2)CC1c1ccccc1 (stereo not given) | i | i | i | i | 2 | -11 | i | i | i | -16 | i
O=S(=O)(Nc1nc2ccccc2nc1NCc1ccco1)c1ccc(F)cc1 | i | i | i | i | 1 | 5 | i | i | i | -6 | i
COc1cc(OC)c(OC)cc1/C=N/NC(=O)c1cccc(S(=O)(=O)N2CCOCC2)c1 | i | i | i | i | 2 | 3 | i | i | i | -14 | i
Cc1ccc(CNC(=O)C(=O)NCC2OCCCN2S(=O)(=O)c2ccc(F)cc2)cc1 (stereo not given) | i | i | i | i | -14 | 1 | i | i | i | -11 | i
COC(=O)c1ccccc1NC(=O)c1ccc(F)cc1 | i | i | i | i | 2 | 5 | i | i | i | -5 | i
CC1CC(C)CN(CCCNC(=O)CN2C(=O)c3cccnc3Oc3ccc(Cl)cc32)C1 (stereo not given) | i | i | i | i | -13 | -1 | i | i | i | -12 | i

# Further results
Compound | KCNQ1 inh | TRPC4 inh | KCNK3 block | TRPC4 potent | Platelet DG rel | Dyrk1A ADPGlo | KCNQ1 pot | TRPC4 act | PolyA inh | hERG protect | KCNK9 block
CSc1ccccc1OCc1cc(C(=O)NCCCn2nc(C)cc2C)no1 | i | i | i | i | 6 | -1 | i | i | i | -9 | i
COc1ccc(-c2nc(C#N)c(NCCN(C)C)o2)cc1 | i | i | i | i | 0 | 5 | i | i | i | -9 | i
COc1ccc(CNC(=O)CN(c2cccc(OC)c2)S(C)(=O)=O)cc1 | i | i | i | i | 2 | -1 | i | i | / | -7 | i
COc1ccccc1NC(=O)c1cccc(S(=O)(=O)N2CCOCC2)c1 | i | i | i | i | 4 | -6 | i | i | i | -10 | i
CC(=O)Nc1ccc(S(=O)(=O)Nc2cccc(-c3nc4cc(C)ccc4o3)c2)cc1 | i | i | i | i | 2 | -3 | i | i | i | -9 | i
O=C(NCc1cccs1)C1CC(=O)N(c2ccccc2)C1 (stereo not given) | i | i | i | i | 3 | -2 | i | i | i | -21 | i
O=C(CSc1cccc[n+]1[O-])N1CCCc2ccccc21 | i | i | i | i | 0 | / | i | i | i | -14 | i
O=C(CN1CCCCC1)Nc1ccc(F)c(Cl)c1 | i | i | i | i | / | 6 | i | i | i | -8 | i
CCCCC1=CC2=CC(=O)C(C)(OC(=O)CC)C(=O)C2=CN1C1CCCC1 (stereo not given) | i | i | i | i | -1 | 5 | i | i | i | -11 | i
CC[C@@]12C(=O)N(c3ccc(OC)cc3)C(=O)N1[C@H](c1ccc(Cl)cc1)[C@@H]1C(=O)N(C3CCCCC3)C(=O)[C@@H]12 | i | i | i | i | -1 | 1 | i | i | i | -6 | i
O=C(Nc1ccc(F)cc1)Nc1ccc(Oc2ncnc3cc(Cl)ccc23)nc1 | i | i | i | i | -6 | / | i | i | i | -5 | i
O=C(c1cc2c(s1)CCC2)N1CCN(c2ccccc2)CC1 | i | i | i | i | -2 | 6 | i | i | i | -4 | i
CC1CCC(NC(=O)C2CC(=O)N(c3ccc4c(c3)OCCO4)C2)CC1 (stereo not given) | i | i | i | i | -10 | -2 | i | i | i | -7 | i
O=C(CSc1ncnc2c1cnn2CCO)Nc1cccc(C(F)(F)F)c1 | i | i | i | i | 18 | -1 | i | i | i | -4 | i
Cc1cc(C(=O)C(C)OC(=O)C2=NNC(=O)CC2)c(C)n1-c1ccc(OC(F)F)cc1 (stereo not given) | i | i | i | i | 0 | 13 | i | i | i | -9 | i
CCCN1CCN(C(=O)CCCNC(=O)c2ccc(Cl)cc2)CC1 | i | i | i | i | -4 | / | i | i | i | -6 | i
COc1ccc(N2CCN(CCC(=O)c3ccc4ccccc4c3)CC2)cc1 | i | i | i | i | 2 | 2 | i | i | i | -8 | i
COc1ccccc1N1CCN(CC(=O)Nc2nc(C)c(C(=O)N(C)C)s2)CC1 | i | i | i | i | 1 | 0 | i | i | i | -4 | i

# Assay outcomes as filed in PubChem BioAssay.

# Some of the compounds tested; rates above refer to the full screens.
